MC4R antag cAMP: MC4R antagonists of cAMP signaling, primary screen, cell-based, TR-FRET, antagonist arm of biased-ligand search; inhibition, % at 6.5 µM; MC4R-expressing cells, MTII-stimulated cAMP, LANCE TR-FRET; 360,000 tested, 0.48% active;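 active = inhibition above its plate's cutoff, the mean of tested wells on that plate plus 3 SD, cut at about 29% in these data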;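 note: 0% = Melanotan II alone and 100% = Melanotan II plus saturating MCL0020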
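Material – human MC4R-expressing U2OS cells · Repeats – no replicates · Detection – TR-FRET with Eu-cAMP and labeled anti-cAMP, 671 nm · Times – compound 30 min, challenge 1 h, detection 1 h · Compound – single nominal compound dose of 6.5 µM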
ABCB6 inh 2: ABCB6 transporter inhibitors, primary screen, K562-ABCB6 cells, flow cytometry, MLPCN library. ATP-binding cassette sub-family B member 6 (Homo sapiens), Q9NP58. fluorescence ratio to DMSO, % at 10 µM. 360,000 tested, 0.19% active. K562-ABCB6 porphyrin accumulation, 1 h; active compounds read low;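 active = fluorescence ratio to DMSO below 75%, the collection mean minus 3 SD; inconclusive = too few cells collected in the well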;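 note: signal is porphyrin accumulated inside mitochondria; 100% equals median channel fluorescence of DMSO control wells; lower ratio means ABCB6 inhibition with less porphyrin fluorescence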
NOD2-RIPK2 inh: NOD2-RIPK2 binding disruptors in cells, primary screen, fluorescence, CHO cells, BLA complementation | inhibition, % at 4.98 µM | AID 624267, 2012 | Receptor-interacting serine/threonine-protein kinase 2 (Homo sapiens), O43353 | CCF4 ratio | 360,000 tested, 0.38% active; in the data active = inhibition above about 21%;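 note: 0% = vehicle only and 100% = reference blocker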
TLR9-MyD88 inh: inhibitors of TLR9-MyD88 association in cells, primary screen, cell-based, CHO, BLA complementation, fluorescence; Toll-like receptor 9 (Homo sapiens) + Myeloid differentiation primary response protein …; CCF4 FRET ratio; inhibition, % at 4.98 µM; 340,000 tested, 0.21% active;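 active = inhibition above the mean over all tested compounds plus 3 SD, cut at about 21% in these data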;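 note: 0% = DMSO only wells and 100% = clavulanate BLA inhibitor control wells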
Target sequence (Q99836 whole entry, looked up): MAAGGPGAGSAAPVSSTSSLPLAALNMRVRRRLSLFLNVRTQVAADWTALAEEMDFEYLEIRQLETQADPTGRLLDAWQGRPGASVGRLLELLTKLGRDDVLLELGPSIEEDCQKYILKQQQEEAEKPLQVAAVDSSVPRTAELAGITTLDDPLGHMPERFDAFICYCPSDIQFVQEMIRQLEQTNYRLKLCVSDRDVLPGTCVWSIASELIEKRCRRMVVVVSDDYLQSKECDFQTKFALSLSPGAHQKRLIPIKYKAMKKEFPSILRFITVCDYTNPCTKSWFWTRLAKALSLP
Target sequence (Q9NR96 whole entry, looked up): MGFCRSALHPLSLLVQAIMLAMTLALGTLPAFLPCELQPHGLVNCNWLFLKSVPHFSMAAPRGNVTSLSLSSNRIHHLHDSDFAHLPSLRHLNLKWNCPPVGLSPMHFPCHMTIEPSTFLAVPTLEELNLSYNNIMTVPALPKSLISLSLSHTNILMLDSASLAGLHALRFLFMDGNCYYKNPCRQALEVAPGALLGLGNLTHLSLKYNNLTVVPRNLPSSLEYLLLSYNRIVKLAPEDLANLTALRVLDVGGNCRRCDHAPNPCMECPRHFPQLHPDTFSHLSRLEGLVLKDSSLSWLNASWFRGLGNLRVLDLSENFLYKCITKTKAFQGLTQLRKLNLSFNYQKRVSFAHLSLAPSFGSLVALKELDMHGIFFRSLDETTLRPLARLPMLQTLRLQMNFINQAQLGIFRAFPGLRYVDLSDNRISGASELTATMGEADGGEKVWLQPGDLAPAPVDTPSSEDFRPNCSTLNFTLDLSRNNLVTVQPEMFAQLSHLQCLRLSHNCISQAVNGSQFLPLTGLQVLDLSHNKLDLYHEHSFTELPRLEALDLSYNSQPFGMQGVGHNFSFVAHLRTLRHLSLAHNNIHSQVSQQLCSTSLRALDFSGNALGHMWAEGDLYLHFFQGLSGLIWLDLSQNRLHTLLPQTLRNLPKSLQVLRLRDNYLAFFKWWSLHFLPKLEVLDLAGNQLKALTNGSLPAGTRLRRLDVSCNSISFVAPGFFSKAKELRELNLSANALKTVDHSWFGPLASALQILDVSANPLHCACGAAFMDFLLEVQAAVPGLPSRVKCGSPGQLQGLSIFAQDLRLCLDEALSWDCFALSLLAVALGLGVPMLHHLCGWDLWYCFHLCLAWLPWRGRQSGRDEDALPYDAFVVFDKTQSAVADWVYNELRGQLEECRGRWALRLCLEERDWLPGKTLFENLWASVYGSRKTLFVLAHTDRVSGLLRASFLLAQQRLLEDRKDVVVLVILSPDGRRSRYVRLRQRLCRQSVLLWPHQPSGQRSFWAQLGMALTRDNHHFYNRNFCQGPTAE
Vif imaging: HIV Vif self-association inhibitors, primary screen, imaging, HEK293T, single point; HEK293T cells, Vif self-association by quenched fluorescence, 24 h; inhibition, % at 7.49 µM; 340,000 tested, 0.35% active; AID 602346, 2012; in the data active = inhibition above about 50%, passing the limit was not always enough; inconclusive = no clear call, values can overlap the other calls; inactive = below about 31%; note: some results filed as inactive read as strong as hits
ABHD5-PLIN5 inh: ABHD5-PLIN5 interaction inhibitors, primary screen, cell lysate, split luciferase complementation, luminescence; Perilipin-5 (Homo sapiens) + 1-acylglycerol-3-phosphate O-acyltransferase ABHD5 (Homo …; Split G. princeps luciferase complementation, 4 h; inhibition, % at 4 µM; 360,000 tested, 0.78% active;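 active = inhibition above the mean inhibition across every tested compound plus 3 SD, cut at about 22% in these data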;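 note: 0% = DMSO only wells and the 100% control is not disclosed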
MC4R barr agon: MC4R agonists recruiting beta-arrestin, primary screen, cell-based, luminescence, agonist arm of biased-ligand search; activation, % at 8.9 µM; AID 540308, 2011; 360,000 tested, 0.98% active; U2OS MC4R beta-arrestin complementation; percent of melanotan II response, DMSO zero;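 active = activation above a per-plate cutoff, the mean activation of sample wells on that plate plus 3 SD, cut at about 8% in these data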
Granule exo inh: LAMP-1 surface exposure blockers, TALL-104 cells – cell-based, flow cytometry, MLPCN library, primary screen. inhibition, % at 10 µM. 360,000 tested, 0.66% active. TALL-104 LAMP-1 surface exposure; cells stimulated with thapsigargin and PMA;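 active = inhibition above about 55%, limit read from the data; inconclusive = no clear call, values can overlap the other calls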
aDG glyco up: activators of alpha-DG glycosylation, primary screen, uHTS, Pro5-aDG cells, AlphaScreen | alpha-DG glycosylation AlphaScreen (IIH6); 0% Pro5, 100% B10-LARGE cell signal | activation, % at 10 µM | 360,000 tested, 0.22% active | AID 624168, 2012;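 active = activation of at least 8% versus controls, or a plate z-score of at least 8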;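 note: Pro5 are CHO cells carrying HIG-tagged alpha-DG that lacks glycosylation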
N-glyco inh: increase of ERlucT glycosylation luciferase signal, primary screen, N-linked glycosylation inhibitor project, D54 ERlucT cells, luminescence, set 2; 360,000 tested, 0.23% active; reporter increase, % at 12.5 µM; AID 588692, 2011; D54 ERlucT glycosylation luciferase reporter, 24 h; percent of 100 nM tunicamycin response;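 active = mean luciferase reporter signal, scaled so untreated is 0 and the glycosylation-blocking control 100, at or above a set limit in every replicate; inconclusive = mean reaches the limit but not every replicate does; inactive = mean below the limit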;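 note: luciferase carries N-glycosylation sites so blocking glycosylation raises the light; 0% = median of neutral control wells and 100% = median of 100 nM tunicamycin wells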
Active calls of the source: *; ? = inconclusive; · = not tested or not shown. Only part of the results is shown. The share of hits here may be higher or lower than overall.

nr	molecule	MC4R antag cAMP	ABCB6 inh 2	NOD2-RIPK2 inh	TLR9-MyD88 inh	Vif imaging
1	CCN(CC(=O)NCc1ccc(Cl)cc1)C(=O)c1cc(S(=O)(=O)NCc2ccccc2)ccc1C	0	98	-14	-10	·
2	O=[N+]([O-])c1ccc2oc(-c3ccccc3)nc2c1	-3	108	-7	-5	-5
3	CC(C)c1ccc(N2C(=O)C3C4C=CC(CC4)C3C2=O)cc1 (configuration not stated)	0	104	5	1	-3
4	COc1ccc(S(=O)(=O)N(NC2=NS(=O)(=O)c3ccccc32)C(=O)C(C)C)cc1	-4	112	-7	-13	3
5	Cc1ccsc1/C=N/Nc1ccc(Cl)nn1	0	100	3	8	-1
6	CC1=C(C(N)=O)C(c2cccc(OCc3ccccc3)c2)n2nnnc2N1 (configuration not stated)	4	96	4	13	·
7	CSc1ccc(/C=C(/NC(=O)c2ccccc2)C(=O)NCCCn2ccnc2)cc1	14	102	0	3	2
8	OC[C@@H]1CN(C2CCCC2)C[C@H](n2cnc3c(NC4CCC4)ncnc32)O1	4	96	-10	·	-5

nr	ABHD5-PLIN5 inh	MC4R barr agon	Granule exo inh	aDG glyco up	N-glyco inh
1	-1	-1.3	0	0.0	·
2	-3	-1.1	-1	0.1	1
3	-3	0.8	0	0.0	-2
4	-1	-1.2	0	0.5	-2
5	1	12*	11	-0.3	-1
6	4	-0.9	2	0.0	1
7	0	2.2	2	-0.1	0
8	1	-0.4	-7	0.3	1

(further entries)
nr	molecule	MC4R antag cAMP	ABCB6 inh 2	NOD2-RIPK2 inh	TLR9-MyD88 inh	Vif imaging
9	CN(Cc1cccs1)C(=O)c1ccc(S(=O)(=O)N2CCCCC2)cc1	-7	102	-9	4	1
10	CCC(C)C(=O)Nc1nc(C)c(-c2csc(Nc3ccc(Cl)cc3)n2)s1 (configuration not stated)	16	103	-4	-1	0
11	Cc1ccc(S(=O)(=O)N2c3ccccc3CC2C)cc1 (configuration not stated)	6	104	-6	·	-1
12	COC(=O)c1cn(CC(=O)Nc2ccc(OC)cc2)c2ccccc12	11	102	0	-15	-2
13	Nc1nnc(N2CCCCCC2)s1	15	101	-7	-5	-4
14	Cc1ccc(-n2c(C)nc3oc4ccccc4c(=O)c3c2=O)cc1	2	97	-1	0	6
15	CCOC(=O)c1c(N)nn(C(=O)C(C)C)c1-c1ccccc1	1	98	-1	-9	-2
16	CCOC(=O)C1CCCN(C(=O)COC(=O)C2=COCCO2)C1 (configuration not stated)	0	92	-5	-1	2

nr	ABHD5-PLIN5 inh	MC4R barr agon	Granule exo inh	aDG glyco up	N-glyco inh
9	12	-0.1	-4	0.0	-2
10	-9	-0.9	7	1.0	-12
11	2	3.8	-1	0.1	7
12	-6	0.6	-8	0.0	2
13	4	-2.1	-5	0.1	-1
14	-3	-0.8	-3	-0.1	0
15	-2	0.8	-1	0.2	-3
16	2	-1.2	2	0.3	-1

Continued:
nr	molecule	MC4R antag cAMP	ABCB6 inh 2	NOD2-RIPK2 inh	TLR9-MyD88 inh	Vif imaging
17	Cc1c(C)n(CCN(C)C)c2ccc(C(=O)OCCN(C)C)cc12	14	95	2	2	-2
18	COc1ccc(Cn2c(CCC(=O)Nc3ccc(CC#N)cc3)nc3cccnc32)cc1	20	99	6	-10	4
19	CCOC(=O)c1c(C)[nH]c(NC(=O)Nc2ccc(NC(C)=O)cc2)c1C	-7	101	4	-2	8
20	C=CCOc1ccc(/C=C/C(=O)OCC(=O)NC2CCCCCCC2)cc1	-5	86	-2	-8	8
21	COc1cccc(C2N(c3cccc(Cl)c3)C(=O)C3CCCN32)c1OC (configuration not stated)	3	100	-8	-4	4
22	Cc1ccc2oc(-c3cccc(NC(=S)NC(=O)/C=C/c4ccco4)c3)nc2c1	4	98	-5	1	·
23	COc1cccc(N2CC(C(=O)Nc3nnc(SCC(=O)NCC4CCCO4)s3)CC2=O)c1 (configuration not stated)	8	98	1	-5	·
24	COc1ccc(CC(C)N2CCN(c3cccc(C(F)(F)F)c3)CC2)cc1OC (configuration not stated)	6	99	-7	-11	2

nr	ABHD5-PLIN5 inh	MC4R barr agon	Granule exo inh	aDG glyco up	N-glyco inh
17	6	0.1	11	1.0	7
18	-4	0.3	-2	0.2	2
19	-5	-2.0	4	0.0	2
20	-7	0.1	1	0.2	0
21	-12	1.3	-2	-0.1	1
22	16	-1.1	-9	-0.2	1
23	-4	-2.9	-4	0.0	-1
24	1	2.4	0	0.2	-2

(more compounds)
nr	molecule	MC4R antag cAMP	ABCB6 inh 2	NOD2-RIPK2 inh	TLR9-MyD88 inh	Vif imaging
25	CCOC(=O)c1sc(N2C(=O)C(O)=C(C(=O)c3ccco3)C2c2cccc(Cl)c2)nc1C (configuration not stated)	13	99	-4	-2	-12
26	O=c1[nH][nH]c2ccccc2c1=O	2	97	-2	·	-1
27	CC(=O)Nc1cc(-c2ccc(C(=O)N3CCOCC3)cc2)cn2c(-c3cccc(C(C)=O)c3)cnc12	19	105	-19	·	·
28	CCOC(=O)CNC(=O)CSc1nc(-c2ccccc2)ns1	-8	99	-8	-15	10
29	CCc1ccc(C(=O)COC(=O)c2cccnc2Cl)cc1	-8	90	-9	-2	-17
30	O=C(O)CSc1c[nH]c2ccccc12	7	102	-1	-1	0
31	CCCOc1ccc(C2/C(=C(/O)c3ccccc3)C(=O)C(=O)N2CCCN(C)C)cc1OC (configuration not stated)	-1	93	4	3	2
32	CCN(C#N)c1nc(N(C)C)nc(N(C)C)n1	-2	101	-4	-3	0

nr	ABHD5-PLIN5 inh	MC4R barr agon	Granule exo inh	aDG glyco up	N-glyco inh
25	-19	-2.5	-24	0.1	4
26	1	-1.2	-1	0.0	3
27	-2	2.3	-1	-0.4	-5
28	0	-0.3	2	-0.1	0
29	7	-0.8	0	-0.1	0
30	-3	1.2	-1	0.0	-1
31	-6	-2.1	-1	0.5	1
32	-7	-1.5	4	-0.1	0

MC4R barr agon, hit marks shown above
nr	molecule	MC4R antag cAMP	ABCB6 inh 2	NOD2-RIPK2 inh	TLR9-MyD88 inh	Vif imaging
5	Cc1ccsc1/C=N/Nc1ccc(Cl)nn1	0	100	3	8	-1

nr	ABHD5-PLIN5 inh	MC4R barr agon	Granule exo inh	aDG glyco up	N-glyco inh
5	1	12*	11	-0.3	-1

Further records:
nr	molecule	MC4R antag cAMP	ABCB6 inh 2	NOD2-RIPK2 inh	TLR9-MyD88 inh	Vif imaging
33	CC(C)c1cccc(O)c(=O)c1	1	97	-3	-1	10
34	Cc1cc(C)c2c(=O)n(CC(=O)Nc3cccc(Cl)c3C)sc2n1	-1	91	18	8	0
35	COC(=O)c1cccc(NC(=S)NCCC2=CCCCC2)c1	-2	102	-4	9	55*
36	Cc1cc2nc(SCCN3CCOCC3)[nH]c2cc1C	5	94	-4	11	7
37	COC(=O)C1(C)NC(c2ccccc2F)C2C(=O)N(c3ccccc3)C(=O)C21 (configuration not stated)	1	98	-8	-5	?
38	CCc1ccc2c(c1)c1nnc(NN)nc1n2CC	-6	103	3	-5	-9
39	Cc1cnc(C(=O)Nc2ccccc2C(=O)N2CCOCC2)cn1	7	97	2	3	-20
40	CCOC(=O)c1c(NC(=O)C2COc3ccccc3O2)sc(C)c1C (configuration not stated)	8	92	4	9	9

nr	ABHD5-PLIN5 inh	MC4R barr agon	Granule exo inh	aDG glyco up	N-glyco inh
33	10	-0.1	-2	-0.5	0
34	48*	2.4	65*	0.4	3
35	2	2.9	10	0.3	-1
36	1	3.6	1	-0.1	-2
37	7	-0.9	-11	-0.1	2
38	-4	-0.9	-3	0.0	-1
39	2	-0.8	6	-0.4	3
40	4	-0.7	4	0.0	-1

Other records:
nr	molecule	MC4R antag cAMP	ABCB6 inh 2	NOD2-RIPK2 inh	TLR9-MyD88 inh	Vif imaging
41	O=C(CC(=O)NC1CCCCC1)N/N=C/c1cccc2ccccc12	-3	98	6	-3	-3
42	COc1ccc(NC(=O)CN2C(=O)C(c3ccccc3)=NC23CCCCCC3)cc1OC	17	101	-11	0	2
43	O=C(NC(=S)NCCSc1ccccc1)c1cccnc1	16	91	-7	-3	12
44	COC(=O)C1CCN(C(=O)COC(=O)CC(NC(C)=O)c2ccccc2)CC1 (configuration not stated)	0	99	-4	3	11
45	Clc1ccc(SCCCCn2ccnc2)cc1	4	105	1	-4	13
46	Cc1[nH]nc(Nc2ccc(O)cc2)c1[N+](=O)[O-]	6	101	-1	7	4

nr	ABHD5-PLIN5 inh	MC4R barr agon	Granule exo inh	aDG glyco up	N-glyco inh
41	10	-0.8	-2	0.2	-1
42	2	0.1	0	-0.1	0
43	-2	-0.7	-2	-0.1	-2
44	5	1.1	1	0.2	2
45	-2	-0.8	-3	0.6	-3
46	-1	-1.4	-2	0.0	-2

Individual results from above.
Entry for O=[N+]([O-])c1ccc2oc(-c3ccccc3)nc2c1 under N-glyco inh: 1
Entry for COc1ccc(CC(C)N2CCN(c3cccc(C(F)(F)F)c3)CC2)cc1OC (configuration not stated) under aDG glyco up: 0.2
Entry for Cc1ccc(-n2c(C)nc3oc4ccccc4c(=O)c3c2=O)cc1 under NOD2-RIPK2 inh: -1
Entry for OC[C@@H]1CN(C2CCCC2)C[C@H](n2cnc3c(NC4CCC4)ncnc32)O1 under aDG glyco up: 0.3
Entry for Cc1ccc(S(=O)(=O)N2c3ccccc3CC2C)cc1 (configuration not stated) under N-glyco inh: 7

Bioassay records as filed in PubChem.
